Screening data deposited in PubChem BioAssay by National Center for Advancing Translational Sciences (NCATS).
aGlu spleen mod – qHTS Assay for Inhibitors and Activators of Human alpha-Glucosidase From Spleen Homogenate; human spleen homogenate, 4-MU-alpha-glucoside fluorescence; 240,000 tested, 0.006% active; Potency, µM (titrated, usually from 79.9 µM), for inactives: at the top dose activity change, negative = inhibition, most hits filed as inhibitors; Lysosomal alpha-glucosidase (Homo sapiens), P10253;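 also: 0% = enzyme with vehicle and -100% = no enzyme basal signal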
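Human spleen homogenate (1 ug) with 4-methylumbelliferyl-alpha-D-glucopyranoside (1 mM final) in 50 mM citrate/phosphate pH 5.0, 0.01% Tween-20; 40 min at 37 C. Stopped at pH 10; 4-MU fluorescence Ex 365/Em 440 nm; AC50 by Hill fit.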
HTT aggregate – qHTS Multiplex Assay to Identify Dual Action Probes in a Cell Model of Huntington: Aggregate Formation (GFP) | PC12 HttQ103-GFP aggregates, Acumen cytometry, 40 h | Potency, µM (top dose mostly 46.1 µM), without a hit: at the highest dose activity change, negative = inhibition, usual class: inhibitors | 220,000 tested, 1.1% active | AID 1688, 2009; also: % is scaled to controls: 0 for no effect and ±100 for the full control effect; nearly all actives have a fitted effect of over 60% in size
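Using laser scanning cytometry, GFP-positive aggregates were counted after lysis of PC12 cells induced with 100 nM tebufenozide to express HTT exon 1 Q103–GFP. Compounds were tested in titration.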
HTT ATP protect – qHTS Multiplex Assay to Identify Dual Action Probes in a Cell Model of Huntington: Cytoprotection (ATP). PC12 HTT-Q103 induced, cytoprotection, ATP luminescence, 40 h. Potency, µM (doses to about 56.4 µM), inactives show cytoprotection (ATP increase), usual class: activators. 230,000 tested, 0.14% active. AID 1471, 2008;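 also: % of control where 0% means no effect; nearly all actives have a fitted effect of over 45% in size; toxic huntingtin expression switched on by the ecdysone agonist tebufenozide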
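ATP quantification (ATPlite) reports survival of PC12 cells in which tebufenozide, 100 nM final, switches on Htt exon 1 with 103 glutamines linked to GFP; compounds are titrated.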
GoLoco inh red – qHTS Assay for Inhibitors of RGS12 GoLoco Motif Activity (Red Fluorophore) | Gai1:RGS12 GoLoco peptide FP, rhodamine, 10 min | AID 880, 2007 | Potency, µM (highest dose often 61.6 µM), without a hit: top-dose activity, negative = inhibition, actives largely listed as inhibitors | Guanine nucleotide-binding protein G(i) subunit alpha-1 (Homo sapiens), P63096 | 230,000 tested, 0.44% active; active = well fitted inhibition curve with a large enough effect, not every such curve was filed as active; inactive = no such curve, though single readings can be large or run the other way; also: % is scaled to controls: 0 for no effect and ±100 for the full control effect; nearly all actives have a fitted effect of over 30% in size; many of its hits are not listed in these tables
Target sequence (P63096 whole entry, looked up): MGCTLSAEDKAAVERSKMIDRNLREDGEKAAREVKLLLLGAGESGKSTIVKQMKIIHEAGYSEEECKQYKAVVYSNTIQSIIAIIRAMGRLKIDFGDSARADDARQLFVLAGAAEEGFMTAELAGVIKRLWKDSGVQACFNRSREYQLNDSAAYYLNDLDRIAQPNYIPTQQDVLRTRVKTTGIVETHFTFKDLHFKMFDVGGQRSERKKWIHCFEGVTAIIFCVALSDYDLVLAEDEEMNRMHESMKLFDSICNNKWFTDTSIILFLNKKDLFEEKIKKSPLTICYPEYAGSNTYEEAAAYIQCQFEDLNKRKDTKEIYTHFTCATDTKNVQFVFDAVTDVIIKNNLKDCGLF
GAA glycogen – qHTS Assay for Inhibitors and Activators of Human alpha-Glucosidase Cleavage of Glycogen. Lysosomal alpha-glucosidase (Homo sapiens), P10253. recombinant GAA, glycogen substrate, Amplex Red glucose oxidase fluorescence. Potency, µM (series often up to 76.4 µM), inactives show at the top dose activity change, negative = inhibition, actives largely listed as inhibitors. 300,000 tested, 0.38% active. AID 2100, 2009;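 also: 0% = full enzyme reaction and -100% = no-enzyme basal signal; the screen sought inhibitors and activators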
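Natural-substrate format: glycogen cleavage by 4 nM human enzyme, glucose read by Amplex Red coupling (Ex 573, Em 610 nm). Normalized to enzyme and no-enzyme controls.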
IMPase Li cell – qHTS Assay for Identifying the Cell-Membrane Permeable IMPase Inhibitors: Potentiation with Lithium; CHO-M1 cells, IP1 TR-FRET (IP-One), carbachol + lithium; Potency, µM (series often up to 59.4 µM), inactives show at the highest dose activity, negative = IMPase inhibition, usual class: inhibitors; 210,000 tested, 0.35% active;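 also: IP1 builds up when IMPase is blocked and the TR-FRET signal falls; plate controls were basal vehicle for no effect and high inhibitor control for full effect; nearly all actives have a fitted effect of over 50% in size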
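Readout is a homogeneous TR-FRET IP1 immunoassay (Ex 320, Em 665 and 620), where raised cytosolic IP1 lowers signal. Cells were CHO-M1 treated 30 min at 37C with test compounds plus a little lithium; AC50 values came from Hill-equation fitting.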
GAA inhib – qHTS Assay for Inhibitors of Human alpha-Glucosidase as a Potential Chaperone Treatment of Pompe Disease; AID 1466, 2008; purified human GAA, 4-MU-alpha-glucoside fluorescence; Potency, µM (doses to about 76.9 µM), for the others: at the top dose activity change, negative = inhibition, most hits filed as inhibitors; 200,000 tested, 0.005% active;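 also: plate controls were uninhibited enzyme wells for no effect and no-enzyme background for full effect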
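Human enzyme at 4 nM with 400 uM 4-methylumbelliferyl-alpha-D-pyranoside, citrate/phosphate buffer pH 5.0, 0.005% Tween-20, 20 min at room temperature. Compounds up to 77 uM. 4-MU fluorescence (Ex 365/Em 440) read after NaOH/glycine stop; AC50 from Hill fit.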
Starred values were filed as active, the others as inactive; ? = inconclusive; nt = not tested or not shown; [ ] = dose if it differs, or a comment. Unless noted, calls follow the shape of the dose curve; as a rule, active = well fitted curve in the direction sought with a large enough effect; inconclusive = small, poorly fitted or top-dose-only effect, or another doubt; inactive = no such curve, though single readings can be large; an effect the other way counts as inactive or inconclusive. Potency is read from the fitted curve at half-maximal effect. Not all compounds are listed (hit frequency here may not be typical).

item | molecule | aGlu spleen mod | HTT aggregate | HTT ATP protect | GoLoco inh red | GAA glycogen | IMPase Li cell | GAA inhib
1 | COc1ccc(-c2nnc(-c3cccnc3)o2)cc1OC | 8% | 24% | -11% | -2% | -14% | -19%[38.3 µM] | -2%
2 | COc1ccc(/C=C2\CCn3c2nc2cc(C(=O)O)ccc2c3=O)cc1O | 2% | -6% | -19%[10 µM] | 2% | -22% | 22% | -1%
3 | COc1ccc(NC(=O)CSc2ncccc2C(=O)OC(C)C)cc1OC | -3% | ? | 24%[10 µM] | 13% | 5% | 29%[38.3 µM] | 4%
4 | CS(=O)(=O)N(CCC(=O)O)Cc1ccccc1 | 2% | 2% | -6%[10 µM] | 0% | -6% | 1%[38.3 µM] | 0%
5 | CCOC(=O)NC(=O)CSc1nc(-c2ccc(C)c(C)c2)cn1-c1ccccc1 | -1% | 14% | -12%[10 µM] | 2% | 4% | 4% | -6%
6 | O=C(Nc1ccccc1)N1CCCC2(CCN(C(=O)c3cccc(F)c3)CC2)C1 | -7% | nt | -10% | 7% | nt | 12% | nt
7 | Cn1c(=O)c2c([nH]c(OCc3ccc(Cl)cc3Cl)[n+]2Cc2ccc(F)cc2)n(C)c1=O | 7% | 5%[9.22 µM] | 33%[10 µM] | 2% | 1% | nt | nt
8 | CCCCNC(=O)NNC(=O)c1cc(C)on1 | 8% | -21%[9.22 µM] | -8%[10 µM] | -1% | -2% | nt | nt
9 | COc1ccc(/C(N)=N/OC(=O)N2CCOCC2)cc1 | -4% | -10%[9.22 µM] | -43%[10 µM] | -8% | 12% | -3% | 11%
10 | COc1ccc2c(Cl)c(C(N)=O)sc2c1 | -25% | ? | -27% | 6% | -3% | ? | -7%
11 | Cc1cccc(OC(=O)n2c(=S)oc3cc(Cl)ccc32)c1 | 0% | -3% | -12%[10 µM] | -8% | 6% | -9% | -9%
12 | O=[N+]([O-])c1cc2c(cc1/C=N/Nc1nc(N3CCCC3)nc(N3CCCC3)n1)OCO2 | -2% | -8% | 19%[10 µM] | 12% | 9% | 5% | 2%
13 | Cc1c(CNC(=O)c2nn3c(c2Cl)NC(c2ccccc2)CC3C(F)(F)F)cnn1C (configuration not stated) | -2% | ? | -17% | 8% | -1% | 5%[38.3 µM] | ?
14 | CCc1cc2c(CN3CCN(C)CC3)cc(=O)oc2cc1O | ? | -16% | -11% | -2% | 1% | 4%[38.3 µM] | ?
15 | O=C(CCC1CCCC1)N1CCN(C(=O)c2cccnc2)CC1 | 1% | -7% | 8%[10 µM] | -6% | 6% | 25%[38.3 µM] | 4%
16 | CCc1ccc(C(=O)COC(=O)c2ccc(-c3nnc(-c4ccccc4)o3)cc2)cc1 | 2% | -5% | -4% | -1% | 8% | 3.5µM* | 7%
17 | CCOC(=O)c1cc(-c2cccs2)[nH]n1 | -2% | -12%[9.22 µM] | 0%[10 µM] | 8% | 0% | nt | nt
18 | CC(=O)N1CC2(C)CN(C(C)=O)CC(C)(C1)C2=O | 1% | 9% | 7% | 2% | 4% | -2%[38.3 µM] | 1%
19 | O=C(C1CC1)N1CCc2cc(Br)cc(S(=O)(=O)NCC3COc4ccccc4O3)c21 (configuration not stated) | -10% | -10% | 12% | 6% | -4% | 28%[38.3 µM] | 0%
20 | S=c1[nH]nc(COc2ccc3ccccc3c2)o1 | -3% | -16% | -9%[10 µM] | 6% | -10% | -1% | ?
21 | COCC(=O)Nc1nnc(COc2ccccc2)s1 | -3% | 1% | -11% | 2% | 4% | 11%[38.3 µM] | -6%
22 | O=C(Nc1ccc(F)cc1)c1sc2cc(C(F)(F)F)cnc2c1-c1cccs1 | -11% | -25% | 6%[10 µM] | 16% | -3% | 22%[38.3 µM] | 9%
23 | C[C@@H]1C=C(C(=O)NCc2ccccc2)O[C@H](OCc2ccc(CO)cc2)C1 | -4% | -1%[9.22 µM] | 10%[10 µM] | 5% | 15% | -1% | nt
24 | O=C(CN1C(=O)NC(CCc2ccccc2)C1=O)NC1CC1 (configuration not stated) | 0% | 4% | -11%[10 µM] | 0% | 11% | 2% | 8%
25 | CC1(C(=O)OCC(=O)Nc2cccc(S(=O)(=O)NC3=NCCCCC3)c2)CC1(Cl)Cl (configuration not stated) | 2% | -20% | -34% | -2% | 0% | 7% | 0%
26 | Cc1cc(C)c([N+](=O)[O-])cc1-c1ccc(/C=N/NC(=O)c2nonc2N)o1 | -4% | -14% | -2% | 15% | -1% | 38%[activator][38.3 µM] | -5%
27 | Cc1ccc(N=Cc2cccc(O)c2O)c(C)c1 | 3% | -31% | -81%[inhibitor] | 2% | ? | 15%[38.3 µM] | -4%
28 | COc1ccc(OC)c(Nc2nnc(C)c(=O)[nH]2)c1 | 4% | -15% | nt | -4% | -7% | 4% | -14%
29 | O=C(NC(=S)N1CCN(CCO)CC1)C12CC3CC(CC(C3)C1)C2 | 2% | -3% | 5%[10 µM] | 10% | -6% | -5% | 6%
30 | Cc1nn(Cc2ccccc2)c(C)c1/C=N/NC(=O)c1cccnc1 | 3% | 16% | 6%[10 µM] | 4% | ? | -12% | 9%
31 | CCOc1ccccc1C(=O)N[C@H](C(=O)NCc1ccccc1)C(C)C | -4% | -13% | -36%[inhibitor] | 10% | -2% | 5% | 11%
32 | COC(=O)c1ccc(NC(C(=O)OC)C(C)C)c([N+](=O)[O-])c1 (configuration not stated) | 4% | 5% | 22%[10 µM] | 4% | -7% | 6% | -9%
33 | NCCc1c(-c2ccccc2)n(-c2ccccc2)c2ccccc12 | -6% | ? | -33%[inhibitor] | 30% | -6% | 7% | -3%
34 | O=C(CN1CCN(c2nc(-c3ccc(Cl)cc3)cs2)CC1)NCc1ccco1 | -3% | -3% | 7%[10 µM] | 13% | -6% | 9%[38.3 µM] | -9%
35 | CCOc1ccc(NC(=O)C2CCC(C)(C(=O)O)C2(C)C)cc1 (configuration not stated) | 2% | 0% | 3% | 8% | 7% | -8%[38.3 µM] | -1%
36 | COc1ccc(C(=O)OCC(=O)NCC2CCCO2)cc1 (configuration not stated) | 0% | 8% | -22% | 4% | -12% | 5% | -1%
37 | c1nnc(-c2ccc3c(c2)OCO3)o1 | -10% | 15% | -7% | 3% | 3% | 5% | 9%
38 | COc1ccc(C(=O)N2CCC(C(=O)Nc3ccc4c(c3)OCO4)CC2)cc1 | -6% | -3% | -6%[10 µM] | 6% | 10% | -8% | -2%
39 | Cn1cnnc1SCCC(=O)Nc1ccccc1 | 3% | 1% | -6% | nt | -2% | nt | 2%
40 | O=C(CCN1CCCCC1)N/N=C/c1c[nH]c2ccccc12 | 7% | -9%[9.22 µM] | -8%[10 µM] | -1% | 3% | nt | nt
41 | CC(=O)Oc1ccc(OC(C)=O)c(SCCCCCN2CCOCC2)c1 | -9% | ? | -97%[inhibitor] | -31% | -4% | 8%[38.3 µM] | 3%
42 | C[C@]12CC[C@@H]3c4ccc(OS(=O)(=O)O)cc4CC[C@H]3[C@@H]1CCC2=O | -5% | 5% | nt | 13% | 2% | 5% | -11%[15.4 µM]
43 | Cc1ccc(NC(=O)CSc2nnc(-c3cnccn3)n2-c2ccccc2)cc1 | -5% | 3% | 10% | -9% | 6% | -5%[38.3 µM] | -6%
44 | COc1ccc(CCNC(=O)CC2SC(=NCc3ccccc3)NC2=O)cc1 (configuration not stated) | nt | 4% | 2% | 10% | 2% | -12% | 1%
45 | Cc1cc(C)n2nc(C(=O)Nc3ccc(S(=O)(=O)N4CCCCC4)cc3)nc2n1 | -5% | 0% | -6% | 12% | -8% | 24%[38.3 µM] | -8%
46 | Cc1ccc(NC(=S)N(CCN(C)C)Cc2cccs2)cc1C | 3% | 10% | ? | 2% | -7% | 7% | -11%
47 | FC(F)(F)c1nc(SCc2ccc(Cl)cc2)n[nH]1 | nt | nt | 3%[10 µM] | 2%[14.2 µM] | nt | 3% | nt
48 | CCn1c(/C(C#N)=C(\O)CCc2ccccc2)nc2ccccc21 | 3% | -2% | 6% | 11% | -4% | 8%[38.3 µM] | 2%
49 | COc1ccc(C)cc1S(=O)(=O)N(C)CC(=O)N1CCCCCC1 | -4% | -5% | -6% | 2% | 0% | 19%[38.3 µM] | -7%
50 | CCCCCCCCOC(=O)C[N+](C)(C)C/C=C(/C)Cl | -10% | ? | 7%[10 µM] | -3% | 0% | 14% | 1%
51 | Cc1ccc(NS(=O)(=O)c2ccc(Br)s2)nc1 | -3% | 4% | -16% | 13% | ? | -7% | -4%
52 | COc1ccc(NC(=O)C2CCCN(S(=O)(=O)c3cccc4cccnc34)C2)c(OC)c1 (configuration not stated) | 9% | 7% | -20% | 6% | -5% | 6%[38.3 µM] | -4%[15.4 µM]
53 | CNc1nc(Sc2cccc(C(F)(F)F)c2)cc(C(F)(F)F)n1 | -16% | 11% | 0% | 7% | -13% | 27%[38.3 µM] | -11%
54 | COc1ccc(NC(=O)COC(=O)c2cc(OC)c(OC)cc2NC(=O)c2ccco2)cc1OC | -9% | -9% | -27% | -17% | 2% | -1%[38.3 µM] | 1%
55 | O=C(COC(=O)Cc1ccc(-c2ccccc2)cc1)NCc1ccccc1 | 0% | 2% | 18%[10 µM] | 21% | -7% | -3% | 6%
56 | COc1ccc(N(C)C(=O)c2cc3c(s2)-c2ccccc2S(=O)(=O)C3)cc1 | -5% | -5%[9.22 µM] | -3%[10 µM] | 0% | 5% | nt | nt
57 | CCCNC(=S)N1CCN(C(c2ccccc2)c2ccccc2)CC1 | -19% | 13% | 15%[10 µM] | 74%[activator] | -4% | 13% | -12%
58 | O=C(Cn1cc2c(n1)CCCC2)NCc1cccnc1 | -7% | ? | -13% | -11% | 12% | 3% | 7%
